# From PubChem
# PI4K2A inh = PI4K2A (human) kinase inhibition | Q9BTU6 | purified PI4K2A, ADP-Glo luminescence, 1 h; active compounds read low | activity change, negative = inhibition, % at 76.9 µM | actives 0.13% (n = 420,000) | AID 1346378; in the data active = activity change below about -50%; inconclusive = mostly about -30% to -49%;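 also: -100% = wells without enzyme as full effect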
#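 Compounds are screened against recombinant PI4K2A using PI as substrate and ATP, the latter dispensed at 300 microM. Reactions run one hour at ambient temperature before ADP-Glo detection; full inhibition defined by wells lacking enzyme.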
# Pol eta inh = DNA polymerase eta (human) inhibition; Q9Y253; recombinant Pol eta, fluorescent DNA replication assay; Potency, µM (titrated, usually from 114 µM), for inactives: at the highest dose activity change, negative = inhibition, most hits filed as inhibitors; actives 1.2% (n = 390,000); AID 588591; also: potency is read from the fitted curve at half-maximal effect; % is scaled to controls: 0 for no effect and ±100 for the full control effect
#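 Pol eta (10 nM) was preincubated with compounds for 15 min at room temperature, after which fluorescent replication substrate (50 nM final) was added to start the reaction. Fluorescence was read kinetically at 0 and 10 min.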
# BAZ2B block = BAZ2B (human) inhibition. Potency, µM (top dose mostly 114 µM), for inactives: top-dose activity change, negative = inhibition, actives largely listed as inhibitors. AlphaScreen BAZ2B-H3K14Ac peptide displacement. actives 4.4% (n = 360,000). Q9UIF8; also: potency is read from the fitted curve at half-maximal effect; % is scaled to controls: 0 for no effect and ±100 for the full control effect; nearly all actives have a fitted effect of over 60% in size
#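 Multi-concentration screen (max 110 uM) measuring displacement of acetylated histone H3 peptide from BAZ2B by AlphaScreen, using 50 nM protein, 50 nM peptide and 10 ug/mL streptavidin donor plus Ni-chelate acceptor beads.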
# JMJD2A Tudor inh = JMJD2A Tudor domain (human) inhibition. AlphaScreen JMJD2A-Tudor / H3K4me3 peptide binding. actives 4.4% (n = 390,000). Potency, µM (series often up to 114 µM), without a hit: at the highest dose activity change, negative = inhibition, actives largely listed as inhibitors; also: potency is read from the fitted curve at half-maximal effect; % is scaled to controls: 0 for no effect and ±100 for the full control effect; nearly all actives have a fitted effect of over 50% in size
# G9a inh = blocks human histone lysine methyltransferase G9a | actives 8.8% (n = 350,000) | G9a H3K9 monomethylation, AlphaScreen, 2 h | Potency, µM (series often up to 102 µM), for the others: at the highest dose activity, negative = inhibition, usual class: inhibitors; also: potency is read from the fitted curve at half-maximal effect; % is scaled to controls: 0 for no effect and ±100 for the full control effect; nearly all actives have a fitted effect of over 75% in size
#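 G9a (20 nM) was preincubated 15 min with compound, then reacted 2 h at room temperature with 500 nM biotin-H3K9 peptide and 20 µM SAM. Monomethyl-H3K9 detected by AlphaScreen using anti-H3K9me1 antibody.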
# Pin1 inhibitor = inhibitors of human Pin1 | Q13526 | Pin1 FP peptide displacement, HiFluor488, 10 min | Potency, µM (series often up to 115 µM), for the others: top-dose activity, negative = inhibition, usual class: inhibitors | actives 0.009% (n = 390,000) | AID 504891; active = well fitted inhibition curve with a large enough effect in the polarisation, with a control signal flat, not every such curve was filed as active; inconclusive = small, poorly fitted or top-dose-only effect, or effect the other way, or a change in a side signal; inactive = no such curve, though single readings can be large or run the other way; the % refers to the polarisation; also: potency is read from the fitted curve at half-maximal effect; % is scaled to controls: 0 for no effect and ±100 for the full control effect
# HP1b chromo inh = HP1-beta chromodomain-methylated histone interaction inhibition; P83916; AlphaScreen HP1-beta / biotin-H3K9me3 peptide binding; Potency, µM (top dose mostly 114 µM), for the others: at the top dose activity change, negative = inhibition, most hits filed as inhibitors; actives 0.56% (n = 390,000); AID 540317; also: potency is read from the fitted curve at half-maximal effect; nearly all actives have a fitted effect of over 70% in size; inactives centre near 23
#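 HP1-beta protein (50 nM final) preincubated 30 min at room temperature with biotinylated H3(1-18)K9me3 peptide (50 nM) in PBS pH 7.4, 0.01% Tween-20, then compound added for 30 min. AlphaScreen streptavidin donor/nickel chelate acceptor beads (10 ug/mL final), 30 min dark, luminescence read.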
# GLS inh = inhibitors of human glutaminase (GLS); GLS enzymatic activity, qHTS titration; Potency, µM (series often up to 45.5 µM), for inactives: at the highest dose activity change, negative = inhibition, usual class: inhibitors; actives 0.21% (n = 410,000); AID 624170; also: potency is read from the fitted curve at half-maximal effect; % is scaled to controls: 0 for no effect and ±100 for the full control effect
#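 Read-out is an Amplex red fluorescence increase coupled through glutamate oxidase and HRP, measured before and after 30 min room-temperature incubation. hKGA is in 45 mM KH2PO4 (pH 8.2) with 0.02% Tween-20; glutamine added as 1mM solution.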
# PGK inhibitor = blocks T. brucei phosphoglycerate kinase; P07378; PGK/GAPDH coupled, Kinase-Glo luminescence, 60 min; Potency, µM (highest dose often 57.5 µM), for the others: top-dose activity change, negative = inhibition, most hits filed as inhibitors; actives 0.043% (n = 380,000); AID 602233; also: potency is read from the fitted curve at half-maximal effect; % is scaled to controls: 0 for no effect and ±100 for the full control effect; nearly all actives have a fitted effect of over 60% in size
#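 Luminescent ATP detection (Kinase-Glo Plus) follows a 60-minute room-temperature incubation, with wells lacking PGK as controls. Buffer: 100 mM TEA (pH 7.6), 5 mM MgCl2, 0.01% Tween-20. Coupling enzyme GAPDH (100 nM final) supplies unstable 1,3-BPG in-well.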
# The depositor's hits bear a star; i = inactive; ? = inconclusive; / = not tested or not shown; [ ] = dose if it differs, or a comment. Unless noted, calls follow the shape of the dose curve; as a rule, active = well fitted curve in the direction sought with a large enough effect; inconclusive = small, poorly fitted or top-dose-only effect, or another doubt; inactive = no such curve, though single readings can be large; an effect the other way counts as inactive or inconclusive.
SMILES,PI4K2A inh,Pol eta inh,BAZ2B block,JMJD2A Tudor inh,G9a inh,Pin1 inhibitor,HP1b chromo inh,GLS inh,PGK inhibitor
CCOc1ccccc1N1CCN(c2nc3ccccc3nc2C(C#N)C(=O)OC)CC1 (stereo not given),9,?,-38%,-14%,/,?,7%,12%,6%
COc1cc(CCC(=O)N2CCN(S(=O)(=O)c3ccc(C)c(C)c3)CC2)cc(OC)c1OC,0,-12%,3%,-8%,-11%[59 µM],-1%,48%[activator],1%,-8%
CN(C)c1ccc(NC(=O)CSc2nc3ccccc3c(=O)n2CC2CCCO2)cc1 (stereo not given),-2,3%,-18%,-13%,?,-4%,-10%,-2%,-6%
O=C(NCCc1ccco1)C(=O)NCC1OCCCN1S(=O)(=O)c1ccc(Cl)cc1 (stereo not given),-7,-18%,?,-23%,3%,2%,14%,-8%,i
CCOC(=O)Cc1csc(NC(=O)c2ccc(S(=O)(=O)N(CCOC)CCOC)cc2)n1,0,0%,/,-4%,0%,4%,36%,12%,4%
COc1ccc([N+](=O)[O-])cc1NC(=O)C(C)OC(=O)CSC(C)C(=O)Nc1cc(C)on1 (stereo not given),6,-22%,-24%,-8%,-39%,-2%,34%,-6%,i
CN(CC(=O)Nc1cccc(F)c1)C(=O)CN1C(=O)NC2(CCCCC2)C1=O,1,-15%,4%,-9%,3%[12.7 µM],-9%,18%,-8%,0%
O=C(CN1CCN(C(=O)C2CCN(C(=O)/C=C/c3ccccc3)CC2)CC1)Nc1ccccc1Cl,-2,9%,10%,-9%,4%[0.501 µM],-11%,30%,3%,-4%
CCOc1ccc(NC(=O)c2ccc3[nH]c(C)c(C)c3c2)cc1,2,4%,-5%,?,-30%[59 µM],2%,-14%,-9%,-14%
CC(C)Cn1c(N)c(C(=O)COC(=O)/C=C/c2cccs2)c(=O)n(C)c1=O,0,-4%,-8%,?,/,1%,33%,-3%,-6%
N/C(=N\OC(=O)CCc1ccccc1)c1ccc(Br)cc1,1,10%,129%[activator],103%[activator],74%[activator][59 µM],-2%,101%[activator],0%,/
COc1ccc(N2C(=O)CS(=O)(=O)C23C(=O)N(Cc2c(F)cccc2Cl)c2ccccc23)cc1 (stereo not given),3,-13%,-2%[57.1 µM],-17%,-31%[59 µM],34%[activator],23%,1%,0%
Cn1c(=O)c2c(nc(SCCN3CCOCC3)n2Cc2ccccc2)n(C)c1=O,-2,-6%,4%,-12%[11.4 µM],-3%[59 µM],-7%,10%,-18%,-2%
O=C(NCc1ccco1)c1ccc(N2CCCC2=O)cc1,-9,?,-8%,-12%,/,?,26%,-2%,3%
CCOc1cc2c(C#N)c(N3CCCC3)nc(N)c2c(N)n1,5,-4%,/,-12%,/,-3%,33%,-1%,-8%
Cc1c(NC(=O)N(C)c2ccccc2)c(=O)n(-c2ccccc2)n1C,2,0%,-3%,-6%,0%,0%,24%,7%,-2%
COc1cc2c(cc1OC)C(C)N(C(=O)c1cc3ccccc3o1)CC2 (stereo not given),-1,-6%,-37%,-30%,-7%,2%,5%,7%,-3%
CC(C)CCNC(=O)CSCc1cnn(-c2ccccc2)c1-n1cccc1,1,-11%,-4%,3%,?,24%,29%,9%,i
C[C@@H]1CN([C@H](C)CO)C(=O)c2cc(NS(=O)(=O)c3cn(C)cn3)ccc2O[C@H]1CN(C)C(=O)Nc1ccccc1,-4,-7%,/,-16%,/,1%,27%,5%,i
CC(C)c1ccc(NC(=O)C2C3C=CC4(O3)C2C(=O)N(CCCN2CCOCC2)C4C(=O)NC2CCCCC2)cc1 (stereo not given),-3,-3%,0%,-10%,?,1%,-3%,0%,i
CCc1ccc(NC(=O)Cn2cnc3sc(C)c(S(=O)(=O)N4CCN(c5ccccc5OC)CC4)c3c2=O)cc1,5,-24%,0%,-9%,11%[59 µM],18%,36%,-3%,-9%
COc1ccc(N(C)S(=O)(=O)c2cccc3cccnc23)c(OC)c1,2,-10%,-7%,-4%,-49%,6%,27%,1%,-4%
O=C(NCCCN1CCCC1=O)NC1CCCCC1,-4,-5%,-17%,-2%,29%,-11%,24%,7%,0%
O=C(CCn1c(=O)[nH]c2ccsc2c1=O)NCc1ccc(F)cc1,7,-6%,5%,-14%,-4%,-3%,6%,0%,-1%

# 6 compounds from above, arranged by the number in Pol eta inh, descending.
molecule | Pol eta inh
Cc1c(NC(=O)N(C)c2ccccc2)c(=O)n(-c2ccccc2)n1C | 0%
O=C(NCCCN1CCCC1=O)NC1CCCCC1 | -5%
Cn1c(=O)c2c(nc(SCCN3CCOCC3)n2Cc2ccccc2)n(C)c1=O | -6%
C[C@@H]1CN([C@H](C)CO)C(=O)c2cc(NS(=O)(=O)c3cn(C)cn3)ccc2O[C@H]1CN(C)C(=O)Nc1ccccc1 | -7%
COc1ccc(N(C)S(=O)(=O)c2cccc3cccnc23)c(OC)c1 | -10%
CCc1ccc(NC(=O)Cn2cnc3sc(C)c(S(=O)(=O)N4CCN(c5ccccc5OC)CC4)c3c2=O)cc1 | -24%

# Other records follow.
SMILES,PI4K2A inh,Pol eta inh,BAZ2B block,JMJD2A Tudor inh,G9a inh,Pin1 inhibitor,HP1b chromo inh,GLS inh,PGK inhibitor
O=C(Nc1cccc(Cl)c1Cl)c1ccccc1NC(=O)C1CC=CCC1C(=O)O (stereo not given),-1,-8%,21%,-14%,-46%,-3%,28%,-5%,-6%
CCc1cccc(C)c1NC(=O)CN1CCCN(Cc2ccc(C)cc2)S1(=O)=O,0,-18%,7%,6%,5%[59 µM],-3%,52%[activator],4%,i
CCc1ccc(N2CC(C(=O)OCC(=O)NNC(=O)c3ccccc3)CC2=O)cc1 (stereo not given),-1,-17%,8%,-16%,26%,0%,36%,15%,-2%
CCCN(C(=O)COC(=O)c1nc2nc(C)cc(C)n2n1)C1CCS(=O)(=O)C1 (stereo not given),1,-13%,-5%,5%,26%[12.7 µM],-5%,42%[activator],0%,5%
CCNC(=O)CSc1nc(-c2ccccc2)cs1,7,-6%,0%,8%,-2%,4%,19%,6%,2%
COc1ccccc1CNC(=O)C1CCN(S(=O)(=O)Cc2ccccc2)CC1,1,-15%,3%,0%,?,-12%,37%,-5%,i
O=C1C=C(O)c2c(O)cc(O)c(O)c2C1=O,?,1.6µM*,/,1.6µM*,/,/,?,?,?
O=C(COC(=O)Cc1ccccc1[N+](=O)[O-])Nc1nnc(-c2ccccc2)o1,0,1%,5%,-19%,-2%,-2%,29%,2%,14%
O=c1c2ccccc2nc2sc3ccccc3n12,0,?,3%,-1%[11.4 µM],5%[59 µM],1%,29%,-4%,0%
CCOc1ccc(S(=O)(=O)Nc2ccc(C(=O)N3CCCC3)cc2)cc1C(N)=O,0,-8%,-4%,-1%,/,1%,47%[activator],-3%,i
COc1ccc(OC)c(S(=O)(=O)N(C)CC(=O)Nc2cc(Cl)ccc2OC)c1,-2,-21%,-3%,4%,-2%[59 µM],?,9%,-7%,3%
CCN(C(=O)Cn1c(Cl)nc2c1c(=O)n(C)c(=O)n2C)C1CCCCC1,1,-2%,/,-23%,/,0%,30%,1%,-5%
Cc1n[nH]c(=O)c2c(NC(=O)CSc3nnnn3-c3ccc(O)cc3)oc(C)c12,-2,-10%,-2%,-12%,5%[0.501 µM],-1%,10%,?,2%
COC(=O)c1c(NC(=O)c2cc3nc(-c4ccc(Br)cc4)cc(C(F)(F)F)n3n2)sc2c1CCCC2,1,-9%,2%,-12%,11%[59 µM],-7%,18%,5%,3%
C#CC[N+]1(CC#Cc2ccc(C#CC[N+]3(CC#C)CCOCC3)cc2)CCOCC1,-6,1%,9%,-15%,8.9µM*,-1%,11%,1%,2%
Cn1c(-c2ccccc2)cnc1NCc1ccccc1O,-2,-13%,50µM*,28µM*,10µM*,2%,?,13%,1%
O=C(CCS(=O)(=O)c1cccs1)Nc1ccc(C(=O)NCc2ccccc2)cc1,-8,-19%,7%,20%[57.1 µM],0%,2%,11%,0%,-5%
N#CC1=C(N)OC2=C(C(=O)CCC2)C12CCN(C(=O)OCc1ccccc1)CC2,3,-18%,-34%,-11%[57.1 µM],50µM*,-4%,28%,-6%,i
O=c1[nH]c2cccc(F)c2n2cccc12,5,-4%,1%,-7%,-5%[2.33 µM],0%,6%,-14%,-9%
CN(C(=O)c1ccno1)c1nnc(-c2cccnc2)s1,0,?,-35%,-9%,19%[59 µM],-5%,32%,-8%,-3%
CC(C)(C)C(=O)Nc1ccc(S(=O)(=O)Nc2nccs2)cc1,-4,5%,19%,-10%,1%,-13%,17%,-6%,-2%

# G9a inh, entries above that show a hit
SMILES,PI4K2A inh,Pol eta inh,BAZ2B block,JMJD2A Tudor inh,G9a inh,Pin1 inhibitor,HP1b chromo inh,GLS inh,PGK inhibitor
C#CC[N+]1(CC#Cc2ccc(C#CC[N+]3(CC#C)CCOCC3)cc2)CCOCC1,-6,1%,9%,-15%,8.9µM*,-1%,11%,1%,2%
Cn1c(-c2ccccc2)cnc1NCc1ccccc1O,-2,-13%,50µM*,28µM*,10µM*,2%,?,13%,1%
N#CC1=C(N)OC2=C(C(=O)CCC2)C12CCN(C(=O)OCc1ccccc1)CC2,3,-18%,-34%,-11%[57.1 µM],50µM*,-4%,28%,-6%,i

# Quoted from the listing.
# Reading of `Cc1n[nH]c(=O)c2c(NC(=O)CSc3nnnn3-c3ccc(O)cc3)oc(C)c12` under JMJD2A Tudor inh: -12%
# Reading of `C#CC[N+]1(CC#Cc2ccc(C#CC[N+]3(CC#C)CCOCC3)cc2)CCOCC1` under HP1b chromo inh: 11%

# This is a subset, so the mix of outcomes need not match the whole.
